# PMI act satM6P: increases human PMI activity with near-saturating mannose 6-phosphate; P34949; coupled PMI enzyme assay, resazurin fluorescence, 20 min; stronger effect = higher value; 1 = untreated enzyme, 0 = substrate-free blank; activation factor at 20 µM; 190,000 tested, 0.34% active;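 active means activation factor of 2 or more at 20 µM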
#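 Material: human phosphomannose isomerase with PGI, G6PDH, diaphorase coupling enzymes. Quantity: 15 ng/mL PMI. Medium: HEPES pH 7.4 buffer with MgCl2 and Tween-20. Reagent: Near-saturating mannose-6-phosphate, 1.0 mM. Compound: 20 µM single dose. Times: enzyme reaction with compound 20 min at room temperature. Detection: resorufin fluorescence at Ex 544/Em 590 nm.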
# Diaph inh CS: diaphorase inhibition or chemical oxidation counter-screen; inhibition, % at 20 µM; diaphorase resazurin-to-resorufin fluorescence, NADH, 16 min; bacterial (C. kluyveri) enzyme, not human; 190,000 tested, 0.69% active;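 active means primary screen inhibition at 20 µM above a set limit, cut at about 50% in these data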;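 further: plate controls were DMSO with full reaction for no effect and wells lacking NADH for full effect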
#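 Benchmarks: positive control wells lacking NADH, neutral wells with DMSO only. System: bacterial diaphorase enzyme (C. kluyveri). Input: 0.14 U/mL diaphorase, enzyme working solution. Detection: resorufin fluorescence, excitation 544 nm, emission 590 nm. Times: 16-min room-temperature incubation before reading.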
# PMI activator: activators of human phosphomannose isomerase; P34949; purified human PMI, coupled resazurin fluorescence, 20 min; stronger effect = higher value; 1 = vehicle control, 0 substrate-free wells; activation factor at 20 µM; 190,000 tested, 0.005% active;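 active means activation factor of 2 or more at 20 µM, relative to plate controls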
# S1P3 antag: antagonists of human S1P3 receptor | inhibition, % at 4.98 µM | 170,000 tested, 0.27% active | Q99500 | CHO S1P3 NFAT-BLA reporter, FRET fluorescence, antagonist mode;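 active means inhibition above the plate cutoff, the mean inhibition of test wells on that plate plus 3 SD, cut at about 28% in these data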;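 further: cells challenged with S1P at its EC80 of 0.8 µM; blue over green emission ratio from cleaved BLA substrate after 4 h stimulation; 0% = S1P-stimulated wells and 100% = unstimulated DMSO-only wells; some compounds past the cut are filed as inactive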
# Target sequence (Q99500 whole entry, looked up): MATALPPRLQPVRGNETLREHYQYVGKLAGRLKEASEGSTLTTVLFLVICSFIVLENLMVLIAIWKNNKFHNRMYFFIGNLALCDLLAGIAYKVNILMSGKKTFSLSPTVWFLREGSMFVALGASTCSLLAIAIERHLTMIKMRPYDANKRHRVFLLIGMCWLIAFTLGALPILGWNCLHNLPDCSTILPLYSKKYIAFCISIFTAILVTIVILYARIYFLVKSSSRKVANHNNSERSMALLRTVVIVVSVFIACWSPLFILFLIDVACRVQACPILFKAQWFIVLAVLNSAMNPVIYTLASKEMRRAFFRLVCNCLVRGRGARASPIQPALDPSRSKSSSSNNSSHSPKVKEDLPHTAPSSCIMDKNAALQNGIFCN
# PPARg SRC3 recr: agonists of human PPARgamma SRC-3 coactivator recruitment. P37231. biochemical PPARgamma/SRC-3 coactivator recruitment assay. activation, % at 8 µM. 200,000 tested, 0.26% active; in the data active means activation above about 23%;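 further: 0% = DMSO and 100% = reference agonist; some compounds past the cut are filed as inactive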
# Target sequence (P37231 whole entry, looked up): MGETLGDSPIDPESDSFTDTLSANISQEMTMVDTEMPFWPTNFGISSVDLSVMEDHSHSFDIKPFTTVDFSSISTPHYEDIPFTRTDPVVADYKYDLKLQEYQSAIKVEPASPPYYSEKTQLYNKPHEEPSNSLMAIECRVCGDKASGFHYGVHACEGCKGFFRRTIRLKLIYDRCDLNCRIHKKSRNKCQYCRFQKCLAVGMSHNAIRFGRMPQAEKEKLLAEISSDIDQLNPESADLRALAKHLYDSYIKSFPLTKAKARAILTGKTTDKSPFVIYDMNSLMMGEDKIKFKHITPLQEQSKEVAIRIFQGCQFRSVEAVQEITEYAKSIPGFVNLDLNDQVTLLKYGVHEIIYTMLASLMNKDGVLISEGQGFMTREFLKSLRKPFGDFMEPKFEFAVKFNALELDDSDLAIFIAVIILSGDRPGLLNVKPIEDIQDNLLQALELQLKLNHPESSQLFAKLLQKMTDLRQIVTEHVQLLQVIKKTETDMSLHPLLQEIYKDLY
# PPARg SRC-2 ag: PPARgamma-driven SRC-2 recruitment agonism. P37231. PPARgamma LBD-SRC-2 recruitment, biochemical. activation, % at 8 µM. 200,000 tested, 0.34% active. AID 1032; in the data active means activation above about 22%;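 further: 0% = vehicle and 100% = reference agonist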
# Diaph act CS: activates diaphorase or chemically reduces, flagging diaphorase assay artifacts. AID 1229. Diaphorase/resazurin coupled assay, resorufin fluorescence, 16 min; stronger effect = higher value; 1 = vehicle wells, 0 = NADH-free wells. 190,000 tested, 0.005% active. activation factor at 20 µM;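 active means diaphorase activity raised at least twofold by the compound at 20 µM; inactive means activation factor below 2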
#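 Material: Clostridium kluyveri diaphorase, purified enzyme; Quantity: enzyme 0.07 U/mL final; Medium: HEPES pH 7.4 buffer with MgCl2 and Tween 20; Dosing: single compound dose of 20 µM, 1% DMSO final; Schedule: 16 min reaction at room temperature; Measured by: red resorufin fluorescence at 544/590 nm excitation/emission.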
# G6PDH counter: counter-screen for G6PDH assay hits: L. mesenteroides G6PDH inhibition; inhibition, % at 5 µM; Purified L. mesenteroides G6PDH, diaphorase/resazurin coupled fluorescence, 45 min; AID 1020; 200,000 tested, 0.12% active; in the data active means inhibition above about 50%
# PPARg SRC-1 ag: agonists of human PPARgamma SRC-1 coactivator recruitment | 200,000 tested, 0.41% active | P37231 | AID 631 | PPARgamma-SRC-1 coactivator recruitment biochemical assay | activation, % at 8 µM; in the data active means activation above about 19%;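 further: 0% = DMSO and 100% = reference agonist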
# TR-FRET SRC-2 ct: TR-FRET artefact, counter-screen to PPARgamma/SRC-2 agonist assay; stronger effect = higher value; 200,000 tested, 0.4% active; TR-FRET ratio at 8 µM; in the data active means TR-FRET ratio above about 2000; further: inactives centre near 1500
# ROMK primary: modulates human ROMK potassium channel activity; 130,000 tested, 2% active; AID 1918; Tet-inducible ROMK, thallium flux fluorescence; actives lie on both sides; B-score at 10 µM;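 active means signal ratio slope over the read window, or its plate-corrected B-score, at least 3 SD from the plate mean, either direction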;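 further: B-score of the F/F0 ratio slope over 7 to 12 s after thallium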
# Starred values were filed as active, the others as inactive; / = not tested or not shown. An excerpt; rates above refer to the full screens.
SMILES,PMI act satM6P,Diaph inh CS,PMI activator,S1P3 antag,PPARg SRC3 recr,PPARg SRC-2 ag,Diaph act CS,G6PDH counter,PPARg SRC-1 ag,TR-FRET SRC-2 ct,ROMK primary
CN(C)c1ccc(/C=C2/C(=O)NC(=O)N(Cc3ccco3)C2=O)cc1,1.3,9.6,1.1,-10.6,8.4,-2.9,0.9,12.2,1.3,1490,/
CC(=NCc1ccc(F)cc1)c1c(O)n(C)c(=O)n(C)c1=O,1,6.2,1,1.6,1.8,-1.0,0.9,2.9,1.3,1607,/
CN1CCN(c2nc3ccccc3c(=O)n2-c2ccccc2)CC1,0.9,13.9,1,-15.8,0.7,-6.6,0.9,-16.2,-0.3,1338,/
COP(=O)(OC)C1(Nc2ccc(C)cc2)CCCCC1,1.1,-2.1,1.1,/,1.7,8.4,1,4.3,6.1,1560,1.08
COc1ccc(C(C)=O)cc1CC(C(=O)c1ccccc1)N(C)C (centres undefined),1,9.7,0.9,5.2,-3.9,3.5,0.9,-10.1,5.5,1522,0.228
CN1C(=O)NC(=O)/C(=C\C=C\c2ccccc2[N+](=O)[O-])C1=O,0.8,22.3,0.8,-5.3,-4.9,-2.7,0.8,-4.1,-1.3,1547,-0.381
CN(C)CCc1nc2ccccc2c(=O)n1-c1ccccc1,1,31.0,0.9,-7.3,1.0,6.1,0.7,-11.5,4.4,1658,/
CCOC(=O)c1c(C)n(Cc2ccco2)c2ccc(OC)cc12,0.8,29.3,0.9,-13.0,-5.5,-0.6,0.7,0.7,10.2,1659,/
CCCC12CN3CC(CCC)(CN(C1)C3c1ccccn1)C2=O (centres undefined),1,9.1,0.9,/,-4.5,-7.3,0.9,0.5,4.0,1557,-0.204
COc1cc2c3c(c1OC)-c1cc(O)ccc1CC3NCC2 (centres undefined),0.8,18.9,0.8,11.4,-6.3,7.8,0.8,4.3,4.8,1694,-0.506
CC1=CC(C)C(COC(N)=O)(COC(N)=O)C(C)C1 (centres undefined),1,6.3,1,-30.7,5.0,8.1,0.9,1.9,-3.3,1674,/
c1ccc2c3c(ccc2c1)OCC1CONC31 (centres undefined),1.1,3.7,1,-36.0,2.5,7.3,1,4.5,14.3,1691,-0.342
Cc1ccccc1CN1CCN(Cc2ccccc2)CC1,1.1,-9.3,1,-30.1,-1.6,7.2,1.1,9.4,10.4,1579,-1.34
COc1cccc(C(=O)C2CCCN(C3CCOCC3)C2)c1 (centres undefined),1,22.4,1,0.1,-1.9,5.0,0.8,15.8,-6.6,1429,0.118
Cc1nn(-c2ccccc2)c2c1CC1(C(=O)N(C)C(=O)N(C)C1=O)C1CCCCN21 (centres undefined),1,12.4,0.9,-9.6,-16.8,6.3,0.9,-22.8,-7.8,1504,/
O=C1CCCC2=C1C(c1cccnc1)Nc1ccccc1N2 (centres undefined),0.7,14.2,1,2.1,0.1,11.9,0.9,5.1,3.9,1471,-0.39
OC1(c2ccc(F)cc2)CC2CCC(C1)N2Cc1nnnn1C1CCCC1 (centres undefined),1,13.8,1,21.1,10.2,8.9,0.9,6.0,10.3,1678,-0.45
CCCC(C)C1(CC)C(=O)NC(=Nc2ccccc2)NC1=O (centres undefined),0.9,14.9,0.9,/,0.0,5.3,0.9,5.5,2.6,1554,-0.75
Cc1ccccc1OCCN=Cc1c(O)n(C)c(=O)n(C)c1=O,0.9,7.3,1,/,7.1,-0.6,0.9,3.2,9.7,1804,/
Nc1ccccc1C(=O)OCC(=O)N1CCc2ccccc21,1,14.6,1,/,0.3,-4.5,0.9,7.1,0.5,1555,-0.429
COc1ccc(C(O)c2cc(OC)ccc2OP(=O)(N(C)C)N(C)C)cc1 (centres undefined),1,8.5,1,2.3,-2.2,0.7,0.9,9.0,-1.6,1503,0.918
O=C(/C=C/C=C/c1ccccc1)CC1(O)C(=O)Nc2ccccc21 (centres undefined),0.9,11.0,0.9,-17.8,2.7,10.4,0.9,2.4,7.6,1793,0.0325
COCCCn1c(N)c(C(=O)OC(C)COC)c2nc3ccccc3nc21 (centres undefined),1,4.2,1,-16.0,-1.1,0.6,1,6.5,1.2,1466,/
CCCCn1c(=O)c(C(=O)Nc2cnccn2)c(O)c2ccccc21,1,19.1,0.9,17.0,3.5,4.0,0.8,0.8,17.0,1838,/
O=C(CNC(=O)c1ccc(Br)cc1)Nc1ccc(Br)cc1C(=O)c1ccccc1,1,13.3,0.9,10.5,-0.9,3.8,0.9,-15.4,7.2,1425,0.0921
Cc1ccc(S(=O)(=O)N(C)CCCC(=O)N2CCN(c3ccccn3)CC2)cc1,1,16.4,1,-37.6,-8.6,-4.8,0.8,6.2,-1.9,1530,/
CN(C)Cc1ccccc1OC(=O)N(C)C,0.9,9.7,0.9,/,1.5,5.8,0.9,12.3,2.3,1676,/
O=P(Oc1ccccc1)(Oc1ccccc1)C(Nc1ccccc1)c1ccccc1 (centres undefined),0.9,17.4,0.9,-18.7,-1.4,5.6,0.8,-15.2,1.7,1782,-0.433
CC(C)CC12CN3CCN(CC(C3)C1O)C2 (centres undefined),1,10.9,1,8.4,9.2,12.5,0.9,1.2,5.0,1481,0.369
N[C@@H](Cc1c[nH]c2ccccc12)c1nnc(SCc2ccccc2)o1,1,5.2,0.9,2.2,3.4,9.7,0.9,3.3,5.6,1526,/
Cc1cc(/C=C2/C(=O)NC(=O)N(Cc3ccco3)C2=O)c(C)n1-c1ccc(C(=O)O)cc1,1.1,-27.4,1.1,4.7,2.7,-5.3,1.3,11.2,-2.9,1361,0.104
c1ccc2c(c1)CC1CNCc3cccc(c31)S2 (centres undefined),0.9,6.2,0.9,16.3,-2.0,-5.5,0.9,-4.5,-1.4,1374,-2.79*
Cc1ccn2nc(S(=O)(=O)Nc3c(F)cccc3F)nc2n1,1.1,-5.4,1.2,11.9,1.6,-5.5,1.1,5.7,-2.0,1368,/
CC(O)(CS(=O)(=O)c1ccc(F)cc1)C(=O)Nc1ccc(C#N)c(C(F)(F)F)c1 (centres undefined),0.8,21.6,0.9,-2.0,0.6,8.7,0.8,6.9,2.3,1544,/
O=C(O)CP(=O)(O)c1ccc(Cl)cc1,1,-1.4,1.1,/,-1.4,1.2,1,6.1,0.6,1364,0.648
COc1ccc(C2C(C(=O)N3CCC4(CC3)OCCO4)CC(=O)N2c2ccc(OC)cc2)cc1 (centres undefined),0.9,16.2,0.9,/,2.9,8.1,0.8,-14.9,-4.4,1677,1.2
COc1cc(OC)c(OC)cc1CNCCc1ccc(OC)c(OC)c1,1,5.7,0.9,-2.2,0.9,-0.4,0.9,0.4,-2.0,1433,/
Cc1ccc(N2Cc3ccccc3C2=N)cc1[N+](=O)[O-],1.2,4.3,1.2,10.3,-0.3,-2.3,1,5.1,6.3,1517,-0.274
Cc1ccc(S(=O)(=O)NCCC(=O)Nc2ccc(Cl)cc2C(=O)c2ccccc2)cc1,0.8,24.7,0.7,-6.8,-2.9,9.8,0.8,4.4,7.4,1444,-0.573
C=CCOC(=O)C1=C(C)OC(N)=C(C#N)C12C(=O)N(CN1CCOCC1)c1ccccc12 (centres undefined),0.9,8.0,1,/,-17.7,-9.5,0.9,17.9,0.2,1520,0.407
CCN(CC)Cc1c[nH]c2ccccc12,0.9,0.8,1,-18.7,-13.2,3.4,1,5.0,1.7,1631,0.0745
CC(=NCCN1CCOCC1)c1c(O)n(-c2ccccc2C)c(=O)[nH]c1=O,1.3,12.2,1.1,11.5,-0.5,3.7,0.9,-2.6,3.1,1312,0.897
Nc1cc(N2CCNCC2)c([N+](=O)[O-])cc1Cl,0.9,17.9,0.9,9.8,1.8,-1.0,0.8,4.3,-1.8,1459,/
Cc1ccc2cc(C=C(C#N)C#N)c(Cl)nc2c1,0.4,23.4,0.7,-1.5,2.5,-2.7,0.8,9.7,3.2,1684,0.594
CC(=O)Nc1ccccc1C(=O)OCc1ccccc1F,0.9,3.8,1,-2.4,4.8,7.8,1,5.4,4.7,1605,-0.369
CC1CCC(NCCc2ccc3c(c2)OCO3)CC1 (centres undefined),1.1,17.2,1,-32.4,10.6,6.3,0.8,-6.0,7.3,1566,/
CNC(=O)c1cccn(Cc2cccc(C(F)(F)F)c2)c1=O,0.9,4.0,1.1,-9.8,0.9,4.1,1,1.2,0.7,1394,-0.0143
C[C@@H]1CC2(CCCC[N+]2(C)C)C[C@H]1C,1.6,-2.6,1.3,-14.4,-0.5,-9.7,1,1.3,0.3,1444,1.58

# Taken from above.
# Value of C=CCOC(=O)C1=C(C)OC(N)=C(C#N)C12C(=O)N(CN1CCOCC1)c1ccccc12 (centres undefined) in PMI act satM6P: 0.9
# Value of Cc1ccc(N2Cc3ccccc3C2=N)cc1[N+](=O)[O-] in Diaph act CS: 1

# Exported with values under each structure: part of the list above.
# Every second line gives: PMI act satM6P | Diaph inh CS | PMI activator | S1P3 antag | PPARg SRC3 recr | PPARg SRC-2 ag | Diaph act CS | G6PDH counter | PPARg SRC-1 ag | TR-FRET SRC-2 ct | ROMK primary
CCN(CC)Cc1c[nH]c2ccccc12
→ 0.9 | 0.8 | 1 | -18.7 | -13.2 | 3.4 | 1 | 5.0 | 1.7 | 1631 | 0.0745
Nc1cc(N2CCNCC2)c([N+](=O)[O-])cc1Cl
→ 0.9 | 17.9 | 0.9 | 9.8 | 1.8 | -1.0 | 0.8 | 4.3 | -1.8 | 1459 | /

# The list continues.
SMILES,PMI act satM6P,Diaph inh CS,PMI activator,S1P3 antag,PPARg SRC3 recr,PPARg SRC-2 ag,Diaph act CS,G6PDH counter,PPARg SRC-1 ag,TR-FRET SRC-2 ct,ROMK primary
COc1ccc(-n2c(/C=C3/C(=O)Nc4ccccc43)nc3ccccc3c2=O)cc1,0.8,26.2,0.9,-11.7,4.9,6.5,0.7,9.6,-1.0,1482,-0.107
CC(=Nc1c(C)n(C)n(-c2ccccc2)c1=O)c1c(O)n(Cc2ccccc2)c(=O)[nH]c1=O,0.9,13.5,0.9,/,8.5,1.8,0.9,2.6,3.5,1572,/
O=C(c1ccco1)c1cn(Cc2ccccc2Cl)c2ccccc12,0.9,11.3,1,/,8.3,11.3,0.9,1.1,2.8,1662,2.05
CCC(=NCCC(c1ccccc1)c1ccccc1)c1c(O)n(C)c(=O)n(C)c1=O,1,18.5,1,-0.4,3.5,2.2,0.8,-13.2,-1.6,1526,/
Cc1cc(C)n2c(Br)c(CN3CC4CC(C3)c3cccc(=O)n3C4)nc2n1 (centres undefined),1.1,27.2,1.1,-1.2,11.5,8.0,0.7,12.1,4.5,1714,-0.171
CN1C2CCC1CC(OC(=O)c1ccc(Cl)cc1)C2 (centres undefined),1,7.3,0.9,5.5,-14.2,-15.2,0.9,3.1,-4.7,1416,-0.00523

# Source: PubChem BioAssay (several laboratories)
